V-ATPase pH = regulators of yeast V-ATPase proton pumping, primary screen, pHLuorin cytosolic pH fluorescence. S. cerevisiae. response, % at 10 µM. hit rate 0.37% among 350,000. AID 504577, 2011; in the data active = response mostly above about 7.3%, no sharp cut-off; inactive = mostly below about 5.4%; note: actives read high; inactives centre near 0; some compounds called inactive have numbers as strong as hits
C-LANA FP = inhibitors of KSHV C-LANA binding to DNA, primary screen, biochemical, fluorescence polarization, FAM-LBS DNA, MBP-C-LANA, single point | Kaposi's sarcoma herpesvirus LANA C-terminal domain (residues 932-1162) DNA binding | inhibition, % at 9 µM | hit rate 0.078% among 340,000;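 active = highest replicate inhibition at or above 60% at 9 µM, even if other replicates fall short; inactive = all replicates below 60% inhibition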;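 note: 0% = neutral control wells and 100% = 4 µM acridine orange control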
DAGLB inhibitor = DAGLB lipase inhibitors, primary screen, biochemical, fluorescence, HTS. hit rate 0.059% among 340,000. inhibition, % at 5.17 µM. AID 504411, 2011. HEK293T DAGLB membrane lysate, EnzChek fluorogenic substrate. Diacylglycerol lipase-beta (Homo sapiens), Q8NCG7; in the data active = inhibition above about 34%;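 note: 0% = enzyme with vehicle and 100% = wells lacking enzyme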
CAL PDZ FP-1 = untagged CAL PDZ binding inhibitors, primary screen, biochemical, fluorescence polarization, HTS | Golgi-associated PDZ and coiled-coil motif-containing protein (Homo sapiens), Q9HD26 | purified CAL PDZ, TMR-peptide fluorescence polarization, 1 h | inhibition, % at 24.9 µM | hit rate 0.92% among 300,000 | AID 602252, 2012;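 active = mean inhibition of at least 30% with at least half of replicates also reaching 30%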;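 note: 0% = DMSO neutral control and 100% = excess unlabeled competitor peptide PRC23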
RTF Ca sens inh = cardiac RTF calcium sensitivity inhibitors, primary screen, biochemical, IANBD-TnC fluorescence, EC70 calcium | Troponin I, cardiac muscle (Homo sapiens) + Troponin T, cardiac muscle (Homo sapiens) + … | IANBD-labeled cardiac RTF, Ca2+ fluorescence | inhibition, % at 7.15 µM | hit rate 0.12% among 340,000;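 active = inhibition above the mean inhibition of all tested compounds plus 3 SD, cut at about 17% in these data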;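 note: assay run at fixed EC70 calcium of 1.6 mM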
Keap1 Nrf2 FP = Keap1-Nrf2 protein-protein interaction inhibitors, primary screen, biochemical, fluorescence polarization, single point | Kelch-like ECH-associated protein 1 (Homo sapiens), Q14145 | hit rate 0.15% among 340,000 | Keap1 Kelch-Nrf2 peptide fluorescence polarization, 1536-well | AID 504523, 2011 | inhibition, % at 9.4 µM; in the data active = inhibition above about 12%;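 note: human Keap1 Kelch domain with fluorescein labeled Nrf2 9mer peptide probe; 0% = neutral control wells and 100% = peptide positive control; higher means more block of Keap1 binding to Nrf2 peptide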
DSG3 Ab inh = inhibitors of pemphigus antibody binding to DSG3, primary screen, biochemical, bead-based, flow cytometry, scFv-GFP. Desmoglein-3 (Homo sapiens), P32926. DSG3-coupled beads, scFv-anti-DSG3-GFP binding; hits give low values. binding (percent of control), % at 10 µM. hit rate 0.48% among 310,000. AID 588358, 2011;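 active = binding more than 3 SD below its plate's average and above zero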;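 note: hits lower antibody fragment binding to DSG3; some compounds called inactive have numbers as strong as hits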
Target sequence (P32926 whole entry, looked up, the tested form may be a part): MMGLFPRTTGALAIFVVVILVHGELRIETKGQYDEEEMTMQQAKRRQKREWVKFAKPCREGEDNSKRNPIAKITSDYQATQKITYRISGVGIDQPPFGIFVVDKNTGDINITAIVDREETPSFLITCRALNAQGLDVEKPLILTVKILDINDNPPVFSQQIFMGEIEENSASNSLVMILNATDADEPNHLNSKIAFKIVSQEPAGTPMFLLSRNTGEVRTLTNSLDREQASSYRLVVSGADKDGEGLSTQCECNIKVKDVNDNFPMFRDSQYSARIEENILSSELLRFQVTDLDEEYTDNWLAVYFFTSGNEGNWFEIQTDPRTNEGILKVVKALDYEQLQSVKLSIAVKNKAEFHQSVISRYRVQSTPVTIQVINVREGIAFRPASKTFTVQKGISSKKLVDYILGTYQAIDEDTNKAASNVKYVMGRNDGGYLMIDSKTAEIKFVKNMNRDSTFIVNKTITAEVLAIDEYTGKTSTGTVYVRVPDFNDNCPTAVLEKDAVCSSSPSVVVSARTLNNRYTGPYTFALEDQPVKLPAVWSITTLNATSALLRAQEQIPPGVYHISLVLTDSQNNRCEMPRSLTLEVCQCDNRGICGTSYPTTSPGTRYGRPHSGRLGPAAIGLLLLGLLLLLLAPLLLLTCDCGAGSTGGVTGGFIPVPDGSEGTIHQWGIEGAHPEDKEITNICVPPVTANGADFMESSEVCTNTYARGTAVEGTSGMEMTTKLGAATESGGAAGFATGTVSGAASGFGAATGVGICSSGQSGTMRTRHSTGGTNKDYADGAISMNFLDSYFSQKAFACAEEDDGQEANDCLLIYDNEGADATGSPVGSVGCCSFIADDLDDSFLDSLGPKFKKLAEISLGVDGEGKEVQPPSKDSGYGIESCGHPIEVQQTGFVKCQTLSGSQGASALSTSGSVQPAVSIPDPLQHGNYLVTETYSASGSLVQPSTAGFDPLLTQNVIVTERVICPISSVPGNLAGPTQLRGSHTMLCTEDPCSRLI
CAL PDZ FP-2 = CAL PDZ peptide-binding inhibitors, primary screen, biochemical, fluorescence polarization, Cer-tagged CAL PDZ, HTS | Golgi-associated PDZ and coiled-coil motif-containing protein (Homo sapiens), Q9HD26 | purified CAL PDZ, TMR-peptide fluorescence polarization, 1 h | inhibition, % at 20 µM | hit rate 0.02% among 330,000 | AID 504414, 2011;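 active = highest replicate inhibition of at least 40%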;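 note: plate controls were DMSO neutral control wells for no effect and unlabeled competitor peptide control wells for full effect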
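Control set: unlabelled peptide and DMSO controls / Material: purified CerCALP PDZ construct / Timing: 1 h incubation at room temperature before polarization reading / Doses: 20 µM, one dose / Detection: fluorescence polarization (mP)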
NSD2 inh = NSD2 histone methyltransferase inhibitors, primary screen, biochemical, AlphaScreen, single concentration, set 2; Histone-lysine N-methyltransferase NSD2 (Homo sapiens), O96028; NSD2 peptide methylation, 120 min; inhibition, % at 12.5 µM; hit rate 0.54% among 310,000; AID 743445, 2014; in the data active = inhibition above about 50%
Arr AP2 block = inhibitors of beta-arrestin/AP2 binding, primary screen, biochemical, GPCR trafficking, flow cytometry; beta-arrestin 1 C-terminal peptide binding to AP2 beta2-adaptin appendage (human); hit rate 0.31% among 340,000; FITC-arrestin peptide / GST-AP2 beads; AP2 beta2 appendage carries R879A mutation; AID 504490, 2011; inhibition, % at 10 µM;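 active = inhibition above a set limit, near 3 SD of compounds lacking own fluorescence, cut at about 54% in these data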;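 note: plate controls were DMSO wells for no effect and 5 µM unlabelled arrestin peptide for full effect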
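Assay system: GST-AP2 R879A bound to glutathione beads, E. coli-expressed; Medium: PBS with 0.05% Tween 20 and 0.1% BSA; Also added: fluorescein-tagged arrestin peptide at 50 nM final; Timing: 12 min plus 1 h, RT; Measured by: flow cytometry, FL1 (488/535 nm); Evaluation: percent drop in bead-associated FITC signal.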
Numbers without * were called inactive; nt = not tested or not shown. Not all compounds are listed, so the mix of outcomes need not match the whole.

SMILES	V-ATPase pH	C-LANA FP	DAGLB inhibitor	CAL PDZ FP-1	RTF Ca sens inh	Keap1 Nrf2 FP	DSG3 Ab inh	CAL PDZ FP-2	NSD2 inh	Arr AP2 block
Cc1ccc(NC(=O)c2oc3ccccc3c2NC(=O)C2CC2)cc1	-1	-0.9	-6	-4	-6	-3	100	-2.6	-2	8
CCN(CCCNC(=O)c1[nH]c(C)c(C(C)=O)c1C)c1ccccc1	1	-0.6	2	-3	-7	-3	85	-0.9	-1	-1
Cc1cc(OCCCC(=O)NCCc2nnc3ccccn23)ccc1Cl	0	0.3	-5	0	-10	-3	nt	-1.4	-3	-9
CC(=O)c1coc2ccc(OCC(=O)O)cc12	6	0.2	0	1	-1	-6	104	-1.4	nt	11
Cc1ccc(N2CCN(S(=O)(=O)c3ccc(F)cc3)CC2)c(C)c1	-1	-0.6	-22	4	-10	-3	107	0.2	nt	-4
CCc1cccc(Nc2c3c(nc4ncnn24)CCC3)c1	-3	0.8	1	-4	1	-1	104	-3.1	-2	19
CC1=CCC2C(=O)N(c3cccc(C(=O)NCc4ccccc4)c3)C(=O)C2C1 (stereo not given)	0	2.2	-1	0	-4	-2	92	-1.0	nt	-4
CC(C)c1[nH]nc2c1C(c1cccc(OC(=O)N3CCOCC3)c1)C(C#N)=C(N)O2 (stereo not given)	0	-0.3	0	3	0	-8	nt	-2.7	1	2
COc1cc([N+](=O)[O-])ccc1NC(=O)CCCOc1ccccc1	3	-0.1	-7	-2	2	-6	67	nt	-2	-9
O=C(CN1CCCCC1)Nc1ccc(S(=O)(=O)c2ccc(NC(=O)CN3CCCCC3)cc2)cc1	4	-3.8	-1	-3	-4	-7	121	-1.0	-1	11
NC(=O)N1N=C2/C(=C/c3ccccc3)CCCC2C1c1ccccc1 (stereo not given)	1	-1.2	-1	-4	-7	1	nt	-0.7	-2	-9
CC(C)(C)C(=O)Nc1cc2c3c(c1)CC(=O)N3CCC2	-2	-0.7	0	-3	-9	-5	126	-2.6	-3	9
C=CCSc1nc2c(c(=O)[nH]c(=O)n2C)n1Cc1ccccc1	-1	0.6	2	59*	-2	-5	111	-1.4	-4	7
O=C(CSc1ncn[nH]1)Nc1ccnc2ccccc12	-3	0.4	2	nt	-1	-2	101	-0.5	nt	0
C=CCn1c(SCC(=O)N2CCN(c3ccc(F)cc3)CC2)nnc1-c1ccco1	-2	-0.6	-3	nt	-6	-6	105	-1.1	nt	12
COc1cccc(-c2cc(C(=O)NC3CCCC3)c3ccccc3n2)c1	-3	nt	nt	nt	nt	nt	96	nt	0	-4
O=C(NNc1ccccc1)c1ccccc1	-2	3.4	0	0	-1	-3	113	0.0	0	-3
Cc1nnc(SCC(=O)c2cc(C)n(C3CC3)c2C)s1	-1	-1.3	2	-9	-10	-1	96	-1.8	1	-4
C(=N\NCc1ccccc1)/c1ccc2nccnc2c1	2	nt	nt	nt	nt	nt	96	nt	-1	12
Cc1c(NC(=O)CN2C(=O)NC(C)(c3ccccc3)C2=O)c(=O)n(-c2ccccc2)n1C (stereo not given)	2	3.7	3	-1	-5	-4	116	-2.2	-2	6
CCOC(=O)c1csc(NC(=O)c2cccs2)n1	1	-1.2	0	1	-4	0	105	-0.7	-9	-15
CCC(C)N(C(=O)COC(=O)CSc1ccc(C)c(C)c1)C1CCS(=O)(=O)C1 (stereo not given)	-3	3.6	2	-2	-5	-3	nt	-1.4	-4	6
CC(C)(C)NC(=O)CN(Cc1cccs1)C(=O)CCN1CCc2ccccc21	0	-0.5	-1	2	-1	2	89	-1.4	5	2
O=C(Cn1nnc(-c2ccc(OCc3ccccc3F)cc2)n1)N1CCOCC1	2	-0.4	1	nt	0	-6	107	-1.2	0	-6
CC1CN(CC(=O)Nc2cc(S(=O)(=O)N3CCCC3)ccc2Cl)CC(C)O1 (stereo not given)	-2	-2.6	-1	-1	-16	-5	96	-0.6	-4	11
COC(=O)COC(=O)c1ccc(Oc2nc(OC)nc(N(C)C)n2)cc1	5	-0.3	-2	-3	-12	-7	109	-0.4	1	3
Oc1ccccc1/C=N/Nc1nc2ccccc2o1	11	-0.8	3	-1	-5	-3	96	-1.8	-3	0
CCc1ccc(/C=C2\Oc3cc(OC(=O)N4CCOCC4)ccc3C2=O)cc1	-6	-0.2	2	-8	-3	-3	nt	0.0	1	2
COc1cccc(C2NC(=S)NC(C)=C2C(=O)c2ccccc2)c1OC (stereo not given)	2	-2.8	1	-1	-6	-7	99	-0.9	11	-8
Cc1occc1C(=O)Nc1ccc(S(=O)(=O)N2CCCC2)cc1	0	-1.3	-2	-6	-8	-3	99	nt	-1	-4
CC(=O)c1ccc(NC(=O)CN2C(=O)COc3ccc(Cl)cc32)cc1	-1	-0.9	-2	-3	-11	-5	109	-1.3	nt	-9
Cc1ccc(C)c(N2CCN(C(=O)c3ccc4nc(N5CCOCC5)sc4c3)CC2)c1	3	0.0	0	-1	1	1	nt	-2.2	3	43
O=C(Cn1nnc(-c2ccccc2Cl)n1)NCc1ccc2c(c1)OCO2	1	-0.2	-4	-4	-7	-2	102	-0.9	-2	10
Cc1ccc(S(=O)(=O)Nc2cccc(C(=O)NCCCn3ccnc3)c2)cc1F	-1	1.6	3	1	-30	-1	102	-2.2	0	2
COc1cccc(CN2CCNC(=O)C2CC(=O)N(C)C2CCCCC2)c1OC (stereo not given)	1	-0.3	0	-2	-5	0	107	-2.2	2	3
CCN(CC)C(=O)[C@H]1CC(CC(=O)NCCC2=CCCCC2)C(=O)N2CCc3c([nH]c4ccc(OC)cc34)[C@]12C (stereo not given in full)	-1	2.1	1	-1	-6	-3	101	-2.8	nt	1
O=C(COC(=O)c1ccccc1OCc1ccc(Cl)cc1)NCC1CCCO1 (stereo not given)	-4	2.5	-3	5	2	-2	96	-1.3	1	-3
COc1ccc2cc(C(=O)N3CCCCCC3)sc(=O)c2c1OC	-1	0.5	-4	3	6	3	102	-1.7	nt	-8
CO/N=C(/CNC(=O)c1cccc(Cl)c1)c1ccc(Cl)cc1	3	-1.5	-8	1	4	-6	108	-0.6	-4	-12
O=C1CCC(C(=O)N(CCO)Cc2ccccc2)CN1CCCN1CCOCC1 (stereo not given)	4	-0.5	-1	0	-4	-1	100	-1.5	-1	16
Cc1onc(-c2ccccc2)c1C(=O)N1CCc2ccccc21	2	-0.9	-5	-4	-11	-3	99	-2.9	nt	-11
CCC(=O)NC(=S)Nc1ccc(NC(=O)c2ccc(Br)o2)cc1	2	-0.4	0	-6	-10	2	90	-3.0	-3	5
Cc1ccc(Cl)cc1N1CCN(C(=O)C2CCN(S(=O)(=O)c3cccnc3)CC2)CC1	-2	1.5	-2	-3	-5	0	124	-0.5	-1	5
COc1ccccc1Nc1nc(N)nc(CN2CCOCC2)n1	3	1.3	1	nt	-3	-2	101	-0.1	nt	-11
CS(=O)(=O)N1CCN(c2cnn(-c3ccccc3)c(=O)c2Cl)CC1	1	-1.6	1	-1	-2	-2	113	0.2	nt	-6
CCOc1cccc(C2C(C(=O)c3cccs3)=C(O)C(=O)N2Cc2cccnc2)c1 (stereo not given)	0	16	-4	0	-8	-7	98	0.8	-4	15
O=C(Nc1ccc(C(=O)O)cc1)/C(=C\c1ccc2c(c1)OCO2)NC(=O)c1ccccc1	-2	-1.9	-6	16	-2	0	99	-3.0	-6	12
COCCn1c(C)c(C(=O)O)sc1=S	1	-0.1	1	-2	-6	2	101	-0.6	-1	-5
CCCCCCn1c(N2CCC(C(N)=O)CC2)nc2c1c(=O)[nH]c(=O)n2C	1	0.0	1	6	-7	3	nt	0.8	1	1
Cc1cc(-c2ccccc2)cc(-c2ccccc2)[n+]1C	-2	0.3	3	-3	2	-4	103	-0.4	-1	-41
Cc1cc(C)c(C(=O)CSc2n[nH]c(-c3ccncc3)n2)c(C)c1	0	0.2	-6	-4	-22	0	102	-1.3	2	-13

Entries above that have an aryl methoxy group (8):
SMILES	V-ATPase pH	C-LANA FP	DAGLB inhibitor	CAL PDZ FP-1	RTF Ca sens inh	Keap1 Nrf2 FP	DSG3 Ab inh	CAL PDZ FP-2	NSD2 inh	Arr AP2 block
COc1cc([N+](=O)[O-])ccc1NC(=O)CCCOc1ccccc1	3	-0.1	-7	-2	2	-6	67	nt	-2	-9
COc1cccc(-c2cc(C(=O)NC3CCCC3)c3ccccc3n2)c1	-3	nt	nt	nt	nt	nt	96	nt	0	-4
COC(=O)COC(=O)c1ccc(Oc2nc(OC)nc(N(C)C)n2)cc1	5	-0.3	-2	-3	-12	-7	109	-0.4	1	3
COc1cccc(C2NC(=S)NC(C)=C2C(=O)c2ccccc2)c1OC (stereo not given)	2	-2.8	1	-1	-6	-7	99	-0.9	11	-8
COc1cccc(CN2CCNC(=O)C2CC(=O)N(C)C2CCCCC2)c1OC (stereo not given)	1	-0.3	0	-2	-5	0	107	-2.2	2	3
CCN(CC)C(=O)[C@H]1CC(CC(=O)NCCC2=CCCCC2)C(=O)N2CCc3c([nH]c4ccc(OC)cc34)[C@]12C (stereo not given in full)	-1	2.1	1	-1	-6	-3	101	-2.8	nt	1
COc1ccc2cc(C(=O)N3CCCCCC3)sc(=O)c2c1OC	-1	0.5	-4	3	6	3	102	-1.7	nt	-8
COc1ccccc1Nc1nc(N)nc(CN2CCOCC2)n1	3	1.3	1	nt	-3	-2	101	-0.1	nt	-11
